# Screening data as filed in PubChem BioAssay.
# BAZ2B inh: blocks human BAZ2B; Q9UIF8; AlphaScreen BAZ2B-H3K14Ac peptide displacement; Potency, µM (top dose mostly 114 µM), for inactives: at the highest dose activity change, negative = inhibition, most hits filed as inhibitors; actives 4.4% (n = 360,000); also: potency is read from the fitted curve at half-maximal effect; % is scaled to controls: 0 for no effect and ±100 for the full control effect; nearly all actives have a fitted effect of over 60% in size
#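 BAZ2B (50 nM) with biotin-H3(5-23)K14Ac peptide (50 nM) in PBS pH 7.4, 0.01% Tween-20, preformed 30 min, then compound 30 min at room temperature; top concentration 110uM. AlphaScreen streptavidin donor/nickel chelate acceptor beads (10 ug/mL final), 20 min dark, signal read.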
# HP1b binding inh: blocks HP1-beta chromodomain binding to methylated histone tails; actives 0.56% (n = 390,000); Potency, µM (doses to about 114 µM), for the others: at the top dose activity change, negative = inhibition, usual class: inhibitors; AlphaScreen HP1-beta / biotin-H3K9me3 peptide binding; AID 540317; also: potency is read from the fitted curve at half-maximal effect; nearly all actives have a fitted effect of over 70% in size; inactives centre near 23
# Target sequence (P83916 whole entry, looked up): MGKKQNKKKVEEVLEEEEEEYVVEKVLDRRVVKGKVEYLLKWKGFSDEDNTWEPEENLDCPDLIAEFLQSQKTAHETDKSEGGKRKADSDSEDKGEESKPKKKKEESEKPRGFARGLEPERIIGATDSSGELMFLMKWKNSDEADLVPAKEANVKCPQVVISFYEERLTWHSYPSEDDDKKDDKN
#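 HP1-beta protein (50 nM final) preincubated 30 min at room temperature with biotinylated H3(1-18)K9me3 peptide (50 nM) in PBS pH 7.4, 0.01% Tween-20, then compound added for 30 min. AlphaScreen streptavidin donor/nickel chelate acceptor beads (10 ug/mL final), 30 min dark, luminescence read.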
# G9a inh: G9a (human) methyltransferase inhibition. actives 8.8% (n = 350,000). Potency, µM (highest dose often 102 µM), without a hit: top-dose activity, negative = inhibition, most hits filed as inhibitors. Q96KQ7. G9a H3K9 monomethylation, AlphaScreen, 2 h; also: potency is read from the fitted curve at half-maximal effect; % is scaled to controls: 0 for no effect and ±100 for the full control effect; nearly all actives have a fitted effect of over 75% in size
#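 Signal arises when biotinylated H3K9 peptide, once monomethylated, bridges streptavidin donor and antibody-captured acceptor beads. Enzyme at 20 nM was preincubated 15 min with test compounds; peptide 500 nM and SAM 20 uM then reacted for 2 h.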
# GLS inh: glutaminase GLS (human) inhibition; actives 0.21% (n = 410,000); Potency, µM (series often up to 45.5 µM), for inactives: top-dose activity change, negative = inhibition, actives largely listed as inhibitors; O94925; GLS enzymatic activity, qHTS titration; also: potency is read from the fitted curve at half-maximal effect; % is scaled to controls: 0 for no effect and ±100 for the full control effect
#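 Assay buffer: 45 mM KH2PO4 pH 8.2, 0.02% Tween-20. hKGA acts on L-glutamine (1 mM solution added); product glutamate is reported by an oxidase/peroxidase Amplex Red coupling, with fluorescence taken at baseline and 30 min.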
# RGS4 inh: blocks human RGS4-accelerated GTP hydrolysis; P49798; Transcreener GDP fluorescence polarization, RGS4-accelerated GTP hydrolysis; Potency, µM (titrated, usually from 114 µM), for the others: top-dose activity change, negative = inhibition, most hits filed as inhibitors; actives 0.039% (n = 390,000); AID 504845; also: potency is read from the fitted curve at half-maximal effect; % is scaled to controls: 0 for no effect and ±100 for the full control effect; nearly all actives have a fitted effect of over 75% in size; some results filed as inactive show a strong effect at the top dose
# Target sequence (P49798 whole entry, looked up): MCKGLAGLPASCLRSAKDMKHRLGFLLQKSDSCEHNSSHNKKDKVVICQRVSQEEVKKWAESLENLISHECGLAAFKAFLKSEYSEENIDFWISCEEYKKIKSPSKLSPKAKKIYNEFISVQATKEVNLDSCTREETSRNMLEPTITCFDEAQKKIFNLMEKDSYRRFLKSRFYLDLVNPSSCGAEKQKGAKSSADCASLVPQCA
#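 MLSMR compounds (23 nl, pin-transferred) preincubated 10 min at room temperature with a 500nM (2x) first reagent, then RGS4 at 900nM (2x) plus Transcreener GDP mix added; fluorescence polarization (620/688 nm) read before and after 90 min at 30 °C.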
# PI4K2A inh: blocks human PI4K2A kinase activity; actives 0.13% (n = 420,000); Q9BTU6; purified PI4K2A, ADP-Glo luminescence, 1 h; active compounds read low; activity change, negative = inhibition, % at 76.9 µM; in the data active = activity change below about -50%; inconclusive = mostly about -30% to -49%;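 also: -100% = wells without enzyme as full effect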
#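 Compounds are screened against recombinant PI4K2A using PI as substrate and ATP, the latter dispensed at 300 microM. Reactions run one hour at ambient temperature before ADP-Glo detection; full inhibition defined by wells lacking enzyme.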
# ALOX12 inh: inhibitors of human 12S-lipoxygenase ALOX12 | purified 12hLO, xylenol orange hydroperoxide absorbance | actives 1.1% (n = 580,000) | Potency, µM (highest dose often 108 µM), for inactives: at the highest dose activity change, negative = inhibition, hits mostly inhibitors | P18054; also: potency is read from the fitted curve at half-maximal effect; % is scaled to controls: 0 for no effect and ±100 for the full control effect
# Target sequence (P18054 whole entry, looked up): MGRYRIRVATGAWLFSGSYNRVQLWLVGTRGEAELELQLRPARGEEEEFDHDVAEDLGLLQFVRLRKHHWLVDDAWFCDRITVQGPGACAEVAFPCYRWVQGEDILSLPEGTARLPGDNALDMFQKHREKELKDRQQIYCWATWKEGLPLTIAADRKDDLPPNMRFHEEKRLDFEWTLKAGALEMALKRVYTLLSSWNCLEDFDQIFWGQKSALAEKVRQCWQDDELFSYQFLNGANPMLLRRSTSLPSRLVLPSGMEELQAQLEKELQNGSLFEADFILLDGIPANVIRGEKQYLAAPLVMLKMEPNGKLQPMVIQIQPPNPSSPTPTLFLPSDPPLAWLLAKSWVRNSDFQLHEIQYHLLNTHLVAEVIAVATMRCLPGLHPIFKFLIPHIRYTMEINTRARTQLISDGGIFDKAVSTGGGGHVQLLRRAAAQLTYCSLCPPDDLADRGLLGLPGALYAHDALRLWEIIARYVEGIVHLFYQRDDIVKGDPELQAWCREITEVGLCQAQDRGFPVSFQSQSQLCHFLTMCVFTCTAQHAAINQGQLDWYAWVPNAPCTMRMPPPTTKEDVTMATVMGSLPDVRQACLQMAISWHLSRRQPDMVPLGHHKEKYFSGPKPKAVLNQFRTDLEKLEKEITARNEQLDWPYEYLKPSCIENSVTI
#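 Hydroperoxide product was detected by ferrous iron/xylenol orange as the 573 to 405 nm absorbance ratio. Arachidonic acid at 40 uM (final) was turned over for 30 min at room temperature by 150 nM human 12hLO, pH 7.0 Hepes buffer, after 15 min compound preincubation.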
# JMJD2A Tudor inh: JMJD2A Tudor domain (human) inhibition; actives 4.4% (n = 390,000); Potency, µM (series often up to 114 µM), inactives show at the highest dose activity change, negative = inhibition, actives largely listed as inhibitors; AlphaScreen JMJD2A-Tudor / H3K4me3 peptide binding; O75164; also: potency is read from the fitted curve at half-maximal effect; % is scaled to controls: 0 for no effect and ±100 for the full control effect; nearly all actives have a fitted effect of over 50% in size
# ERG-DNA inh: ERG Ets/DNA interaction inhibition | AID 624246 | fluorescence polarization, His-ERG Ets domain / labelled DNA | P11308 | actives 0.028% (n = 370,000) | Potency, µM (highest dose often 76.9 µM), for inactives: top-dose FP activity, negative = inhibition, usual class: inhibitors; active = well fitted inhibition curve with a large enough effect in the polarisation, with a control signal flat; inconclusive = small, poorly fitted or top-dose-only effect, or effect the other way, or a change in a side signal; inactive = no such curve, though single readings can be large or run the other way; the % refers to the polarisation;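 also: polarization taken with two DNA probes labelled with fluorescein and Texas red; potency is read from the fitted curve at half-maximal effect; % of control where 0% means no effect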
#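 His-tagged ERG Ets domain (1 uM in the protein solution; 300mM KCl, 50mM Tris-HCl, 1mM EDTA, 1mM DTT, pH 7.5) received compound, then a probe mix of 5 nM fluorescein-DNA and 100nM Texas-615-DNA. Fluorescence polarization was read for both dyes.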
# * hit, by the source's call; ? = inconclusive; · = not tested or not shown; [ ] = remark or other dose. Unless noted, calls follow the shape of the dose curve; as a rule, active = well fitted curve in the direction sought with a large enough effect; inconclusive = small, poorly fitted or top-dose-only effect, or another doubt; inactive = no such curve, though single readings can be large; an effect the other way counts as inactive or inconclusive.
BAZ2B inh	HP1b binding inh	G9a inh	GLS inh	RGS4 inh	PI4K2A inh	ALOX12 inh	JMJD2A Tudor inh	ERG-DNA inh	molecule
-14%	19%	22%	-5%	-18%	2	8%	-10%	2%	COc1cc(NC(=O)c2cc(OC)c(OC)c(OC)c2)ccc1NC(=O)c1cccs1
2%	16%	-50%[59 µM]	4%	?	0	56%[activator]	7%	-7%	CCCCn1c(N)c(N(CCOC)C(=O)CSc2nc3ccc(C)cc3[nH]2)c(=O)[nH]c1=O
55%[activator]	135%	-8%[12.7 µM]	1%	-10%	-2	-27%	50%[activator]	2%	COc1ccc(Cn2c(/C=C/c3ccccc3)nc3ccccc32)cc1
-36%	20%	0%[59 µM]	1%	6%	1	?	-12%	-1%	Cc1ccc(N2CC(C)Cn3c2nc2c3c(=O)n(CC(=O)O)c(=O)n2C)cc1 (stereo unspecified)
4%	29%	-50%[59 µM]	5%	-4%	2	?	-10%	9%	O=C(CSc1ccc2c(c1)OCCO2)Nc1ncc(Cl)cc1Cl
23%	-20%	29%	1%	-3%	-1	31%[activator]	-12%	-7%	CCN1CCN(Cc2nc3ccc([N+](=O)[O-])cc3c(=O)n2-c2ccc(OC)cc2OC)CC1
-5%	13%	1%	-3%	-6%	-2	4%	-14%	-1%	CCc1nnc(NC(=O)CSc2nnc(COc3ccccc3)n2-c2ccc(C)cc2)s1
·	70%[activator]	·	1%	-10%	-5	-22%	-9%	12%	CCOC(=O)c1cc2c(c(-c3ccccc3)n1)[C@H](CCO)N(S(=O)(=O)C(C)(C)C)C2
?	24%	8%[59 µM]	10%	1%	-1	-2%	-13%	-2%	Cc1noc(C)c1COc1ccc(C(=O)OCC(=O)Nc2c(C)n(C)n(-c3ccccc3)c2=O)cc1
2%	15%	62%[activator]	1%	5%	3	?	-8%	-3%	CN(CCc1ccccn1)C1CCCN(S(=O)(=O)c2ccccc2)C1 (stereo unspecified)
11%	16%	-9%[59 µM]	1%	-16%	-1	0%	0%	0%	Cc1cc(=O)n2nc(N3CCC(C(=O)N4CCN(C)CC4)CC3)sc2n1
-1%	32%	-33%	-8%	-6%	-1	-2%	-12%	2%	COc1ccc(/C=C(\NC(=O)c2ccccc2)C(=O)OCC2CCCN3CCCCC23)cc1OC (stereo unspecified)
·	8%	·	41%[activator]	-10%[56.9 µM]	-3	?	-12%	-1%	O=C(Nc1cc(Cl)ccc1C(=O)O)c1ccc(CN2C(=O)c3ccccc3C2=O)cc1
-4%	21%	-13%[2.33 µM]	2%	7%	1	-8%	-16%	3%	OCC[C@H]1C[C@@H](O)[C@H](O)[C@]2(OCc3ccccc32)O1
-2%	27%	42%[0.501 µM]	12%	-3%	2	26%	-13%	3%	CCOc1ccc(NS(=O)(=O)c2ccc3c(c2)CCN3C(=O)CCC(=O)O)cc1
-4%	25%	·	5%	16%	-1	0%	-6%	-5%	Cc1cc(C(=O)NC2CCCc3c2cnn3-c2cccc(C)c2C)no1 (stereo unspecified)
-8%	26%	-25%	-2%	-9%	1	-14%	-13%	1%	CO/N=C/C(C#N)=C/c1cc(C(=O)c2ccccc2)cn1C
-7%	45%[activator]	11%[0.501 µM]	0%	-7%	3	2%	-11%	-5%	O=C(Cn1c(=O)oc2ccc(Cl)cc21)NC1CCCCC1
?	5%	-45%	16%	-3%	2	?	-18%	-4%	COc1cc2c(cc1OC)CN(C(=S)Nc1ccccc1Cl)CC2
?	32%	11%[59 µM]	-4%	-4%	2	-23%	-10%	-1%	CCOC(=O)N1CCN(C(=O)C2CCN(S(=O)(=O)c3cc(Cl)ccc3Cl)CC2)CC1
1%	29%	-5%	-3%	-5%	6	0%	-6%	-8%	COCCCNc1nc2ccccc2nc1NS(=O)(=O)c1ccc(C)cc1
-1%	22%	15%[59 µM]	0%	-46%	-3	?	-2%	-7%	CCOC(=O)N1CCN(S(=O)(=O)c2ccc(OC)c(Cl)c2Cl)CC1
-14%	18%	11%	0%	-7%	13	5%	0%	-1%	CC(=O)N(C(C)=O)n1c(/C=C/c2cccc([N+](=O)[O-])c2)nc2ccccc2c1=O
-3%	7%	-8%[2.33 µM]	4%	29%	9	8%	-25%	7%	Cc1ccc(Nc2nc(-c3cccnc3)cs2)cc1C
9%[0.457 µM]	?	1.4µM*	7%	?	3	0%	89µM*	-11%	COc1ccc(OC)c(S(=O)(=O)ON2C(=O)c3ccccc3C2=O)c1
-17%	14%	24%[59 µM]	-11%	9%	0	-21%	-21%	6%	COc1ccc(-c2nc3scc(CCNS(=O)(=O)c4ccc(Oc5ccccc5)cc4)n3n2)cc1OC
0%	53%[activator]	-2%	-9%	5%	-1	0%	9%	9%	COc1ccc(C(=O)C2CCCN(C(=O)c3noc4c3CCCC4)C2)c(C)c1 (stereo unspecified)
·	39%[activator]	·	2%	4%	-1	18%	-5%	-2%	Cc1ccc(NC(=O)COC(=O)C2(CC(=O)NC(C)(C)C)CCCC2)cc1C
0%	0%	-2%	12%	0%	-4	-1%	-20%	5%	O=C(CNC(=O)c1ccccc1Cl)N/N=C/c1ccc([N+](=O)[O-])s1
-2%	46%[activator]	3%[59 µM]	8%	8%	-1	-28%	9%	6%	CC(=O)Nc1nonc1-c1nnc(SCc2ccc(F)cc2)n1C

# Among those listed so far, 3 have a COOH group.
BAZ2B inh	HP1b binding inh	G9a inh	GLS inh	RGS4 inh	PI4K2A inh	ALOX12 inh	JMJD2A Tudor inh	ERG-DNA inh	molecule
-36%	20%	0%[59 µM]	1%	6%	1	?	-12%	-1%	Cc1ccc(N2CC(C)Cn3c2nc2c3c(=O)n(CC(=O)O)c(=O)n2C)cc1 (stereo unspecified)
·	8%	·	41%[activator]	-10%[56.9 µM]	-3	?	-12%	-1%	O=C(Nc1cc(Cl)ccc1C(=O)O)c1ccc(CN2C(=O)c3ccccc3C2=O)cc1
-2%	27%	42%[0.501 µM]	12%	-3%	2	26%	-13%	3%	CCOc1ccc(NS(=O)(=O)c2ccc3c(c2)CCN3C(=O)CCC(=O)O)cc1

# The listing picks up, starting four compounds before the break.
BAZ2B inh	HP1b binding inh	G9a inh	GLS inh	RGS4 inh	PI4K2A inh	ALOX12 inh	JMJD2A Tudor inh	ERG-DNA inh	molecule
0%	53%[activator]	-2%	-9%	5%	-1	0%	9%	9%	COc1ccc(C(=O)C2CCCN(C(=O)c3noc4c3CCCC4)C2)c(C)c1 (stereo unspecified)
·	39%[activator]	·	2%	4%	-1	18%	-5%	-2%	Cc1ccc(NC(=O)COC(=O)C2(CC(=O)NC(C)(C)C)CCCC2)cc1C
0%	0%	-2%	12%	0%	-4	-1%	-20%	5%	O=C(CNC(=O)c1ccccc1Cl)N/N=C/c1ccc([N+](=O)[O-])s1
-2%	46%[activator]	3%[59 µM]	8%	8%	-1	-28%	9%	6%	CC(=O)Nc1nonc1-c1nnc(SCc2ccc(F)cc2)n1C
?	43%[activator]	13%	1%	3%	2	-1%[57.4 µM]	-9%	5%	CCOC(=O)N1CCN(c2c(N3CCN(c4cc(C)ccc4C)CC3)c(=O)c2=O)CC1
-4%	30%	25%	8%	-4%	1	-22%	0%	-6%	O=C(NN1CCOCC1)c1cc(-c2ccc(Br)s2)nc2ccccc12
11%	18%	-2%[0.501 µM]	1%	6%	-3	0%	-19%	17%	CCC[C@@H](O)c1cc2cc(OC)c(OC)cc2c(=O)o1
49%[activator]	102%[activator]	-10%[12.7 µM]	1%	14%	2	-13%	6%	2%	COC(=O)c1cn(CCOc2ccccc2F)c2ccccc12
5%	4%	-1%[59 µM]	25%	-12%	0	-14%	-12%	-5%	O=C(CN1CCCC1)NC1C2CC3CC(C2)CC1C3 (stereo unspecified)
-9%	-1%	8%[0.501 µM]	6%	-6%	0	-1%	-16%	-12%	Cc1cc2occ(CC(=O)N(CCC(C)C)c3c(N)n(Cc4ccccc4)c(=O)[nH]c3=O)c2cc1C
-9%	20%	43%[59 µM]	23%	-15%	2	27%	-24%	-8%	COc1ccc(-c2cc(C(=O)NN)n(-c3ccccc3)n2)cc1
·	28%	·	2%	-2%	-3	155%[activator]	-9%	-4%	O=C(NCC(=O)N1CC=C(c2ccccc2)CC1)c1ccc(OC(F)F)cc1
0%	16%	9%[0.501 µM]	-2%	12%	-2	11%	?	0%	CNC(=O)c1[nH]cnc1C(=O)Nc1cccc(C)c1
4%	20%	?	12%	5%	2	-27%	-9%	·	COc1ccccc1NC(=S)NC(=O)C(C)C
8%	23%	-32%	16%	-8%	0	112%	-7%	0%	CCCc1[nH]nc2c1C(c1cccnc1)C(C#N)=C(N)O2 (stereo unspecified)
-22%	10%	-34%[59 µM]	10%	-5%	4	1%	-18%	6%	Cc1ccc(S(=O)(=O)NCCC(c2ccccc2)c2ccco2)cc1 (stereo unspecified)
1%	-5%	·	9%	-38%	-6	?	-16%	20%	CCOC(=O)N1CCC(N2CCCC(CO)(Cc3cccc(Cl)c3)C2)CC1 (stereo unspecified)
-2%[57.1 µM]	34%	-15%[12.7 µM]	10%	-9%	0	-24%	-10%	-18%	Cc1cccc(-c2n[nH]c([N+](=O)[O-])n2)c1

# Only part of the results is shown, so the mix of outcomes need not match the whole.
